# From PubChem BioAssay
# pPAFAH inh – pPAFAH enzyme inhibitors, primary screen, biochemical, fluorescence polarization, human. recombinant pPAFAH, FP-rhodamine probe fluorescence polarization. inhibition, % at 3.39 µM. hit rate 1.5% among 330,000;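 active means inhibition above the mean inhibition across the screen plus 3 SD, cut at about 25% in these data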;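 further: inhibitors block binding of the rhodamine activity-based probe so polarization drops; 0% = enzyme with DMSO and 100% = wells lacking pPAFAH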
# Target sequence (Q13093 whole entry, looked up): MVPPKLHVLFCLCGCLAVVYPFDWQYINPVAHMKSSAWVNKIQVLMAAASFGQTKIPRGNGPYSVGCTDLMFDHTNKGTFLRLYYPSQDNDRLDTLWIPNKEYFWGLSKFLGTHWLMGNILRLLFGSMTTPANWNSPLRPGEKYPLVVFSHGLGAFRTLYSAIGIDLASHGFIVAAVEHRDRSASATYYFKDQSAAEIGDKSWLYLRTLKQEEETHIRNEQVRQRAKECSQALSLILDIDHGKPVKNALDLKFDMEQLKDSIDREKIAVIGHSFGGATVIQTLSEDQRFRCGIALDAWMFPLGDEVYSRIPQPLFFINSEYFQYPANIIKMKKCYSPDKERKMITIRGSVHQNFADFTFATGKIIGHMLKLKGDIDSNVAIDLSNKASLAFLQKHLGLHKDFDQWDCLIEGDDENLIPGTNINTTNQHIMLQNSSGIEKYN
# PAFAH1B2 FP inh – PAFAH1B2 enzyme inhibitors, primary screen, biochemical, fluorescence polarization, human. Platelet-activating factor acetylhydrolase IB subunit alpha2 (Homo sapiens), P68402. recombinant PAFAH1B2, FP-rhodamine activity probe. inhibition, % at 3.39 µM. hit rate 1.2% among 340,000;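 active means inhibition above the mean of all tested compounds plus 3 SD, cut at about 24% in these data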;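 further: 0% = enzyme with DMSO and 100% = wells lacking PAFAH1B2; many of its hits are not listed in these tables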
# PREPL inh – PREPL enzyme inhibitors, primary screen, biochemical, fluorescence polarization. inhibition, % at 5.96 µM. Prolyl endopeptidase-like (Homo sapiens), Q4J6C6. AID 2751, 2010. hit rate 0.68% among 320,000. recombinant PREPL, fluorescence polarization activity-based probe; in the data active means inhibition above about 43%;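 further: 0% = enzyme with DMSO and 100% = wells lacking enzyme; many of its hits are not listed in these tables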
# GSTO1 counter – inhibitors of recombinant GSTO1, primary screen, counter-screen for RBBP9 inhibitor project, biochemical, fluorescence polarization; Glutathione S-transferase omega-1 (Homo sapiens), P78417; activity-based probe fluorescence polarization; inhibition, % at 5.96 µM; hit rate 1.1% among 300,000;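 active means inhibition above the campaign mean inhibition plus 3 SD, cut at about 35% in these data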;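 further: 0% = GSTO1-1 with DMSO and 100% = wells lacking GSTO1-1 enzyme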
# PAFAH1B3 FP inh – PAFAH1B3 enzyme inhibitors, primary screen, biochemical, fluorescence polarization, human | Platelet-activating factor acetylhydrolase IB subunit alpha1 (Homo sapiens), Q15102 | recombinant PAFAH1B3, FP-rhodamine probe | inhibition, % at 3.39 µM | hit rate 0.28% among 340,000 | AID 492972, 2010;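 active means inhibition above the screen-wide average of all tested compounds plus 3 SD, cut at about 25% in these data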;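 further: 0% = enzyme with DMSO only and 100% = wells lacking PAFAH1B3 protein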
# LYPLA2 counter – LYPLA2 inhibitors, primary screen, counter-screen for PME1 inhibitor project, biochemical, fluorescence polarization, FP-Rh probe ABPP. Acyl-protein thioesterase 2 (Homo sapiens), O95372. recombinant LYPLA2. inhibition, % at 5.9 µM. hit rate 0.38% among 320,000. AID 2177, 2009;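 active means inhibition above the screen-wide mean plus 3 SD, limit set per campaign, cut at about 26% in these data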;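 further: 0% = LYPLA2 with DMSO and 100% = wells lacking LYPLA2 enzyme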
# PAD4 FP inh – human PAD4 inhibitors, primary screen, biochemical, fluorescence polarization, 1536-well format; Protein-arginine deiminase type-4 (Homo sapiens), Q9UM07; recombinant PAD4, RCA probe fluorescence polarization; inhibition, % at 6.36 µM; hit rate 0.41% among 330,000;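 active means percent inhibition above a cutoff equal to the mean of all tested compounds plus 3 SD, cut at about 15% in these data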;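 further: 0% = PAD4 with RCA probe and DMSO and 100% = probe without PAD4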
# Target sequence (Q9UM07 whole entry, looked up): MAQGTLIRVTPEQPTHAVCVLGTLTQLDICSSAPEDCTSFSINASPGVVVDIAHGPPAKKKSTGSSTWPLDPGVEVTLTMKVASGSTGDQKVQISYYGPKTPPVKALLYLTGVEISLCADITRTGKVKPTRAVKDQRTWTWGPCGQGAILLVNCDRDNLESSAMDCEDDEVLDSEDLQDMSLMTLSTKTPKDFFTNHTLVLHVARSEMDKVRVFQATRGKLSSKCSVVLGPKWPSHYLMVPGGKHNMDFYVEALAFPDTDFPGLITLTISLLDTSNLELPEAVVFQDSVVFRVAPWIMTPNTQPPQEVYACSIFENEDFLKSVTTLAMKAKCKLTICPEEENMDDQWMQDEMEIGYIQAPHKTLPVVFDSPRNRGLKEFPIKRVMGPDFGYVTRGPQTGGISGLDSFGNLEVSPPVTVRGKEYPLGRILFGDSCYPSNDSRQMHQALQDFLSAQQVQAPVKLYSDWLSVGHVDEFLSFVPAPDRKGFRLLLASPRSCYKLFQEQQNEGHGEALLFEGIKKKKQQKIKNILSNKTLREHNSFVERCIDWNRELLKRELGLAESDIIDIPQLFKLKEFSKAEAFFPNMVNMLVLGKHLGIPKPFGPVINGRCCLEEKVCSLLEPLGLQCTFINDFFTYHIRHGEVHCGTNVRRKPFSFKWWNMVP
# LYPLA1 counter – LYPLA1 inhibitors, primary screen, counter-screen for PME1 inhibitor project, biochemical, fluorescence polarization, FP-Rh probe ABPP | Acyl-protein thioesterase 1 (Homo sapiens), O75608 | recombinant LYPLA1 | inhibition, % at 5.9 µM | hit rate 0.16% among 320,000;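 active means inhibition above the mean of all tested compounds plus 3 SD, set per campaign, cut at about 14% in these data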;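 further: inhibitors block serine hydrolase probe labeling of LYPLA1 so polarization falls; 0% = enzyme with DMSO and 100% = wells lacking LYPLA1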
# PAFAH2 FP inh – PAFAH2 enzyme inhibitors, primary screen, biochemical, fluorescence polarization, human; Platelet-activating factor acetylhydrolase 2, cytoplasmic (Homo sapiens), Q99487; recombinant PAFAH2, FP-rhodamine activity probe; inhibition, % at 3.39 µM; hit rate 0.99% among 340,000; AID 492956, 2010;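 active means inhibition above the mean over all tested compounds plus 3 SD, cut at about 30% in these data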;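 further: inhibitors block probe labeling of enzyme so polarization drops; 0% = enzyme with DMSO and 100% = wells lacking PAFAH2 protein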
# The depositor's hits bear a star; . = no result given. These rows are one share of the data; the hit share may differ from the screen's.
SMILES,pPAFAH inh,PAFAH1B2 FP inh,PREPL inh,GSTO1 counter,PAFAH1B3 FP inh,LYPLA2 counter,PAD4 FP inh,LYPLA1 counter,PAFAH2 FP inh
N/C(=N\OC(=O)CCC1CCCC1)c1ccccn1,9,2,3,-1,9,3,2,-1,14
CCOc1ccccc1OCCCC(=O)N1CCN(S(=O)(=O)c2ccc(C)cc2C)CC1,5,3,12,.,3,7,3,3,-2
CC1(C)C(=O)Nc2ccccc2N1C(=O)COC(=O)c1cccnc1,2,0,-2,.,0,-5,-3,-1,7
O=C(CN(Cc1ccccc1)S(=O)(=O)c1ccccc1)N/N=C/c1ccc([N+](=O)[O-])cc1,10,3,-38,-3,0,-3,-3,-11,9
Cc1oc(=O)c(NC(=O)c2ccccc2)cc1C(N)=O,2,.,2,0,.,5,-1,-2,.
COc1ccc(N2CCN(C(=O)NCc3ccc(OC)c(Cl)c3)CC2)cc1,8,-4,4,10,4,-1,-2,-2,1
Cc1ccc(-n2c(C(C)C)nc3oc4ccccc4c(=O)c3c2=O)cc1,-6,0,6,7,4,-7,-1,-4,-4
CC1(C)OC2CCN3C(C(O)COS3(=O)=O)C2O1 (stereo unspecified),-9,0,-6,-3,10,-8,-6,-1,1
CCCn1nnc(NC(=O)c2ccco2)n1,3,0,-12,-1,7,1,1,2,-4
Fc1cc(F)c(C2SCCN2C(=S)Nc2cccc(C(F)(F)F)c2)c(F)c1 (stereo unspecified),-9,4,5,-7,3,-5,4,-8,-3
CCC(C)[C@H](NC(=O)[C@@H]1Cc2c([nH]c3ccccc23)C2c3ccccc3C(=O)N21)C(=O)N1CCC[C@@H]1C(=O)O (stereo partly specified),7,3,-10,-2,3,5,1,0,1
CN(C)c1ccc(C2CC(=O)OC3=C2C(=O)CC(C)(C)C3)cc1 (stereo unspecified),1,-7,3,4,-4,-2,-7,-4,8
CCN(CC)CCN(C(=O)c1ccc(C(=O)c2ccccc2)cc1)c1nc2c(OC)cccc2s1,4,12,0,0,1,1,-2,1,0
Cc1ccc(S(=O)(=O)N2CCCN(C)c3nc4ccccc4nc32)cc1,8,10,21,.,19,-7,-5,-6,-2
Cc1ccc(-n2nc(C)c(NC(=O)CCl)c2C)cc1,4,4,-8,84*,-1,7,-1,4,5
CS(=O)(=O)Nc1ccc(S(=O)(=O)N2CCCCCC2)cc1,0,7,-11,0,4,2,1,0,-6
Cc1cccc(OCCCn2c(=O)oc3ccccc32)c1,-1,4,-13,0,1,1,-2,-1,5
Cc1ccc(S(=O)(=O)N2CCC(C(=O)NCCCN3CCOCC3)CC2)cc1C,0,0,-7,11,0,1,-4,-1,-4
O=C(c1ccc(CS(=O)(=O)c2ccc(Br)cc2)o1)N1CCN(C2CCCCC2)CC1,6,-3,-7,5,7,-1,1,3,-4
CC(C)[C@@H]1NC(=O)c2cc([N+](=O)[O-])cc(I)c2NCCC[C@@H](C(N)=O)NC(=O)[C@H](CO)NC1=O,9,.,1,4,.,-3,4,-6,.
Cc1cc(Br)ccc1NC(=O)CNC(=O)c1cnn(C)c1,-3,2,-7,.,9,-3,-2,2,2
O=C1OC(=O)c2c(Br)c(Br)c(Br)c(Br)c21,-8,16,-5,.,5,-5,-3,0,-1
CC1(C)Oc2ccccc2OC1(O)c1ccc2ccccc2n1 (stereo unspecified),0,0,2,7,9,-5,-4,-1,5
Cn1c(N)c(C(=O)COC(=O)CCCN2C(=O)c3ccccc3C2=O)c(=O)n(C)c1=O,6,1,-4,5,1,1,1,1,5
Cc1ccc2nc(NC(=O)c3ccc(NS(=O)(=O)c4cccs4)cc3)sc2c1,12,3,9,-10,6,-5,-2,-11,1

# New compounds follow.
SMILES,pPAFAH inh,PAFAH1B2 FP inh,PREPL inh,GSTO1 counter,PAFAH1B3 FP inh,LYPLA2 counter,PAD4 FP inh,LYPLA1 counter,PAFAH2 FP inh
Cc1ccc(N(Cc2cc3ccc(C)cc3[nH]c2=O)S(C)(=O)=O)c(C)c1,2,-2,-3,7,-2,3,0,-1,-2
COc1cc2cc(C(=O)N3CCN(Cc4ccc5c(c4)OCO5)CC3)[nH]c2cc1OC,1,-1,28,3,5,19,0,3,0
CC(C)[C@H](NC(=O)Nc1ccccc1F)C(=O)O,-1,2,12,0,3,-5,-4,2,-5
Cc1ccc2cc(CN(Cc3ccco3)C(=O)NC3CCCCC3)c(=O)[nH]c2c1C,6,2,10,-7,0,1,-7,1,6
COC(=O)CCc1nc2ccccc2nc1OC,7,2,-4,-8,8,4,1,2,8
O=S(=O)(NCCN1CCOCC1)c1ccc(F)c(Cl)c1,3,3,11,-7,8,3,-4,-4,5
O=C(CSc1nnc(-c2c[nH]c3ccccc23)o1)c1ccc(-c2ccccc2)cc1,-3,-8,2,-7,1,-8,-3,-5,1
CC(CCc1ccco1)NC(=O)Cn1ncc2c1-c1ccccc1OC2 (stereo unspecified),1,2,3,-3,2,-3,2,0,0
COc1ccccc1-n1cc(CN2CCCC(CO)(Cc3cccc(Cl)c3)C2)cn1 (stereo unspecified),4,7,13,9,-1,5,5,0,0
CCOC(=O)/C=C/c1ccc2oc3ccccc3c(=O)c2c1,-2,-1,10,-9,6,-6,-4,0,-2
O=[N+]([O-])c1ccccc1OCCCOc1cccc2cccnc12,-3,2,-13,3,4,-1,-4,-2,1
O=C(CNC1CCCCC1)Nc1cc(S(=O)(=O)N2CCOCC2)ccc1Cl,-3,2,2,1,-3,-4,-3,1,2
c1csc(Cn2c(-c3cccs3)nc3ccccc32)c1,9,4,-1,2,1,-3,3,-3,-2
CC(C)Cn1c(CCCNC(=O)c2ccco2)nc2ccccc21,6,3,1,0,10,5,-5,-2,2
CC(=C/C(=O)O)/C=C/c1ccco1,0,2,8,5,7,1,-5,1,-4
Cc1nnc(NC(=O)CSc2nccn2-c2cccc(C)c2C)s1,8,1,-13,-5,4,-1,-1,-1,7
COc1ccc(OC)c(C2=NS(=O)(=O)N(C)C(C(=O)Nc3ccc(C(C)=O)cc3)=C2)c1,6,-3,23,-1,4,-5,0,-3,-6
CCC/C=C(\CCC)C(NC(=O)c1ccc(C(=O)OC)cc1)c1ccc(C(=O)OC)cc1 (stereo unspecified),2,.,1,-5,.,-1,-3,-1,.
Clc1cccc(CON/C=N/c2ncnc3sccc23)c1,-3,0,-12,-6,5,-1,-4,-5,2
Cn1c(=O)c(C(=O)Nc2ccccn2)c(O)c2ccccc21,2,-2,-1,6,5,-1,-3,1,-15
CC1=C(C#N)C(=O)NC(=O)/C1=C/c1ccc(-c2ccc(S(N)(=O)=O)cc2)o1,15,0,-1,29,24,-1,0,-5,9
O=C(NC(=S)N1CCN(C2CCCCC2)CC1)c1ccccc1,-1,1,-1,4,13,1,0,0,-2
COc1cccc(C(C2=C(O)CC(C)(C)CC2=O)C2C(=O)CC(C)(C)CC2=O)c1 (stereo unspecified),-6,0,8,9,4,-6,-3,-6,1
COc1ccc(S(=O)(=O)N2CCC(C(=O)NCCC(=O)Nc3nccs3)CC2)cc1,1,-1,9,-1,4,-3,-6,0,6
C/C(=N/OC(=O)c1cccc(C(F)(F)F)c1)c1cnccn1,-3,3,23,-4,2,0,-2,1,3

# (continued)
SMILES,pPAFAH inh,PAFAH1B2 FP inh,PREPL inh,GSTO1 counter,PAFAH1B3 FP inh,LYPLA2 counter,PAD4 FP inh,LYPLA1 counter,PAFAH2 FP inh
CCN(CC)Cc1c(C(=O)N/N=C/c2ccc(OCc3ccccc3C)cc2)nnn1-c1nonc1N,-7,-9,24,2,4,-22,-7,-9,-12
O=C(CNC(=O)c1cccs1)N/N=C/c1c[nH]c2ccccc12,-1,-7,21,3,2,2,-1,3,-1
CC(=O)Nc1ccc(S(=O)(=O)Nc2cccc3cccnc23)cc1,1,4,7,9,5,-4,-3,-1,2
Cc1cc(NC(=O)c2ccc(C)c(C)c2)no1,4,3,-6,7,2,2,-4,-1,0
C/C(Cl)=C/Cn1c(N2CCCC2)nc2c1c(=O)[nH]c(=O)n2C,-1,5,3,1,-3,-6,1,-1,-6
CCCSC1=NN2CCCC(=O)N=C2S1,5,3,-1,4,4,5,-9,3,6
CCCCCC(O)(c1ccc(OC)cc1)C(CN1CCOCC1)c1ccccc1 (stereo unspecified),4,9,5,5,6,-8,-2,1,-5
Cc1noc(C)c1CSc1ccc(Br)cc1,3,10,-77,4,1,4,1,-3,7
COc1cc(OC)cc(-c2c(C#Cc3ccsc3)c3cc(-c4ccccc4OC)ccc3n2C)c1,7,4,17,.,2,.,-7,.,-13
O=C(CCSCc1ccccc1Cl)N1CCN(c2ccccn2)CC1,11,5,-20,5,8,-1,1,1,18
Cc1noc(C)c1COC(=O)c1cc2c3ccccc3n(C)c2s1,19,2,19,9,0,-2,2,-3,8
O=C(COC(=O)c1ccccc1Br)Nc1cc(S(=O)(=O)N2CCOCC2)ccc1N1CCCC1,8,4,18,4,8,6,-2,4,12
CCc1ccc(/C=C2/SC(=S)N(CCC(=O)Nc3ccc(C(=O)O)cc3)C2=O)cc1,6,-1,7,-2,3,-4,-3,-3,1
CC1CCN(c2c(NCC3CCC(C(=O)NCCc4ccccc4)CC3)c(=O)c2=O)CC1 (stereo unspecified),4,-4,22,-2,2,7,-1,8,-1
Cc1ccc(C(=O)c2ccc(N3CCOCC3)c(F)c2)cc1,11,-4,16,5,7,8,2,5,-4
O=C(CNc1ccc2ccccc2c1)N/N=C/c1ccccn1,6,.,20,5,.,-2,-4,-2,.
O=[N+]([O-])c1cccc(S(=O)(=O)NCc2ccccn2)c1,2,9,14,12,11,-4,0,-4,11
O=C(Cc1ccccc1)N/N=C/c1ccc(-c2ccc([N+](=O)[O-])cc2)o1,8,7,0,4,-1,4,-5,-1,-1
COc1cccc(NC(=O)CSc2ncnc3c2oc2ccccc23)c1,0,6,14,6,-5,6,3,0,4
Cc1cc[n+](CC(=O)c2cc3ccccc3oc2=O)cc1,0,-4,12,1,12,-7,-4,0,7
Cc1cc2oc(=O)cc(CSc3nc(N)cc(N)n3)c2cc1C(C)C,1,0,-7,-3,-5,-3,-1,-2,12
CCN(CC)C(=O)CSc1nnc(-c2ccccn2)n1-c1ccccc1OC,3,1,-2,5,2,3,-1,3,-1
CC1(c2cccc(Br)c2)NC(=O)NC1=O (stereo unspecified),1,-4,0,5,2,7,0,3,-7
Cc1ccc(C(=O)NC2CC3CCC(C2)N3C)cc1 (stereo unspecified),4,1,1,.,9,2,0,-1,-2
N#CC(c1cccc(Cl)c1)c1ncc(C(F)(F)F)cc1Cl (stereo unspecified),2,-2,3,5,8,5,-8,5,-2
CCOc1ccc(C(C)=O)cc1Cn1c(=O)oc2ccccc21,6,5,-16,1,3,-3,-3,-3,5
Cc1sc2ncnc(NCc3ccco3)c2c1C,9,7,9,5,1,-3,-3,-2,3
CC(OC(=O)Cc1n[nH]c(=O)c2ccccc12)C(=O)Nc1cc(Cl)cc(Cl)c1 (stereo unspecified),16,-2,-23,-1,-1,-8,-2,-1,3
